Screening results from PubChem BioAssay.
FXN GAA850 act: frataxin GAA850 promoter activation; actives 0.56% (n = 360,000); AID 540364; HEK293 lucGAA850 FXN promoter luciferase reporter, 24 h; percent of 10 µM SAHA response; activation, % at 6 µM;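 active = activation above the average of all compounds screened plus 3 SD, cutoff fixed separately per campaign, cut at about 7.5% in these data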;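 note: 0% = DMSO wells and 100% = 10 µM SAHA wells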
NPR1 activator: GC-A (human) enzyme activation; activation, % at 10 µM; P16066; HEK293 GC-A cells, cGMP TR-FRET, EC30 ANP; 0% at EC30 ANP, 100% saturating ANP; AID 1671463; actives 0.14% (n = 370,000); in the data active = activation above about 40%
DAX1 inh-1: inhibitors of DAX1 repression of SF-1 activated StAR promoter | HEK293T StAR-luciferase reporter, SF-1/DAX-1 repression relief | inhibition, % at 6.8 µM | actives 1.1% (n = 370,000) | AID 652010;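 active = inhibition above the mean over all tested compounds plus 3 SD, cut at about 3.6% in these data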;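 note: 0% = DAX-1 cells with DMSO and 100% = cells lacking DAX-1 with DMSO; higher inhibition means more luminescence from relief of DAX-1 repression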
proKLK7 act: activators of human kallikrein-7 zymogen; actives 0.9% (n = 370,000); P49862; activation, % at 7 µM; purified proKLK7, EDANS-DABCYL substrate fluorescence; 100% is mature enzyme control, 0% vehicle; AID 652039;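 active = activation above the mean of all tested compounds plus 3 SD, computed per campaign excluding outliers beyond control limits, cut at about 13% in these data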
Target sequence (P49862 whole entry, looked up): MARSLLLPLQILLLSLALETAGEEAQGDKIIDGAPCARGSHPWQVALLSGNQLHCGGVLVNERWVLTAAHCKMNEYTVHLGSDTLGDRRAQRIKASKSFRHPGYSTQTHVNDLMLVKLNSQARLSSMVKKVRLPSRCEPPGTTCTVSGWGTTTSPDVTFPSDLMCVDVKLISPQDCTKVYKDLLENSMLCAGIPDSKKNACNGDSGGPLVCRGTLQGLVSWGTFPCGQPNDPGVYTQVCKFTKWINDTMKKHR
GC-B act: GC-B (human) receptor activation. P20594. HEK293-GC-B cells, CNP EC30, cGMP TR-FRET; 0% at EC30 CNP, 100% saturating CNP. activation, % at 10 µM. actives 0.11% (n = 370,000);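 active = activation at 10 µM reaching about 35% in either raw or pattern-adjusted values, limit read from the data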
SMARCA2 activ: activators of SMARCA2 function. MG213 cells, MMTV-luciferase reporter, dexamethasone, overnight. activation, % at 9.1 µM. actives 1% (n = 370,000); in the data active = activation above about 7.8%;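 note: 0% = vehicle wells and 100% = reference activator wells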
sPLA2-III inh: Blocks human group III sPLA2 activity; Q9NZ20; QFRET BODIPY PC-A2 liposome hydrolysis, fluorescence; inhibition, % at 12.2 µM; actives 0.56% (n = 370,000); AID 743126;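 active = inhibition above mean plus 3 SD of compounds lying within the high and low control bounds, cut at about 19% in these data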;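 note: 0% = median of test compound wells and 100% = no enzyme DMSO wells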
Target sequence (Q9NZ20 whole entry, looked up): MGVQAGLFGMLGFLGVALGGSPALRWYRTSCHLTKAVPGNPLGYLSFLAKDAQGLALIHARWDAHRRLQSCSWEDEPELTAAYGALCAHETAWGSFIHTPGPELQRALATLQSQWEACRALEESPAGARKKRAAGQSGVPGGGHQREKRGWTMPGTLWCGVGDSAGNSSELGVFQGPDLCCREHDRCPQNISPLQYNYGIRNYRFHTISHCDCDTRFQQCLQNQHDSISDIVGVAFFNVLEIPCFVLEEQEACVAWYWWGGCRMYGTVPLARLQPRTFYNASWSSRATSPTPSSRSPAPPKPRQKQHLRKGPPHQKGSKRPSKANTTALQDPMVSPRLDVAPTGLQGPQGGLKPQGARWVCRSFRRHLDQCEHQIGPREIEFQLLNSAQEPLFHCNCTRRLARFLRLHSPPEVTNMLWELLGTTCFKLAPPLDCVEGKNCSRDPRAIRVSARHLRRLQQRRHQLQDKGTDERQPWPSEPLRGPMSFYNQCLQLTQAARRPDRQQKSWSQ
ssDAF-12 act: activators of S. stercoralis DAF-12 nuclear receptor; HEK293 ssDAF-12/GRIP1 lit1-tk-luc reporter, luminescence; % of 3 µM dafachronic acid response; activation, % at 6.8 µM; actives 1% (n = 370,000); AID 652126;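 active = activation above the mean over all tested compounds plus 3 SD, cut at about 0.9% in these data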;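 note: 0% = DMSO-only wells and 100% = 3 µM delta7-dafachronic acid wells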
hgDAF12 agonist: hgDAF-12 agonism, primary luciferase screen; HEK293 GAL4-hgDAF12 UAS-luciferase reporter, agonist luminescence; normalized to butyrate control; activation, % at 6.8 µM; actives 1.8% (n = 370,000); AID 687014;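 active = activation above a cutoff set at the mean of all screened compounds plus 3 SD, cut at about 10% in these data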;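 note: 0% = DMSO wells and 100% = sodium butyrate wells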
hcDAF12 agonist: H. contortus DAF-12 activation, primary screen | HEK293 hcDAF-12 lit1-tk-luc reporter, luminescence; 0% DMSO, 100% Δ7-dafachronic acid | actives 1.4% (n = 370,000) | activation, % at 6.8 µM | AID 652067;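 active = activation above the mean of all tested compounds plus 3 SD, cut at about 5.5% in these data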;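 note: 100% = response to 3 µM Δ7-dafachronic acid high control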
DAX1 inh-2: NR0B1 (DAX1) inhibition; HEK293 Gal4-DAX1 luciferase reporter, luminescence; AID 504766; actives 0.99% (n = 340,000); inhibition, % at 6.75 µM; P51843;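 active = inhibition above the mean over all tested compounds plus 3 SD, cut at about 4.2% in these data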;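 note: 0% = DAX1-transfected cells with DMSO and 100% = empty-vector control cells with DMSO; inhibition shows as a rise in luminescence from relieved DAX1 repression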
Target sequence (P51843 207-470 limits assumed): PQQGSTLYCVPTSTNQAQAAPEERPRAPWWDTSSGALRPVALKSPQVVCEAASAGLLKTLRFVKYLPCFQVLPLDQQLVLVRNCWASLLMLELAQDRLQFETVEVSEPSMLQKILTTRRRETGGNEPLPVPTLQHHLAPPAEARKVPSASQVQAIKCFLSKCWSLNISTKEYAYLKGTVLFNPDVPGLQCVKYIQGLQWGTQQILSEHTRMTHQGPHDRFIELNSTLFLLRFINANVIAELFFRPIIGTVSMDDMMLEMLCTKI
Active calls of the source: *; · = no result given. Random draw from the library; any-hit rate near 6.7%.

item	canonical_smiles	FXN GAA850 act	NPR1 activator	DAX1 inh-1	proKLK7 act	GC-B act	SMARCA2 activ	sPLA2-III inh	ssDAF-12 act	hgDAF12 agonist	hcDAF12 agonist	DAX1 inh-2
1	CCOCCCNS(=O)(=O)c1ccc(NC(=O)CN2C(=O)c3ccccc3C2=O)cc1	-0.9	0	-0.3	0.6	0	1	-8	-1.2	-2.5	-1.7	0.5
2	CCCN(CCC)c1nc(N)nc(-c2cc(Cl)ccc2OC)n1	3.7	-4	0.0	0.0	1	2	-6	-1.6	4.7	-1.3	-0.6
3	O=C(CNC(=O)c1ccncc1)N/N=C/c1ccc(O)cc1O	0.9	-2	-0.1	-1.4	-6	0	-3	-1.8	0.1	0.5	-0.1
4	CC(=O)N1c2ccc(S(=O)(=O)N3CCC(C(=O)N4CCC(C)CC4)CC3)cc2CC1C (stereo not given)	0.3	8	-0.7	0.3	1	-3	1	-1.2	-3.8	-2.3	1.0
5	CCOc1ccc(C2SCC(=O)N2c2c(C)n(C)n(-c3ccccc3)c2=O)cc1 (stereo not given)	1.1	-6	-0.2	-0.4	-6	1	4	-0.7	0.0	-1.1	0.0
6	CCOC(=O)C1=CCN(S(=O)(=O)c2ccccc2F)C1c1ccccc1 (stereo not given)	·	1	-0.3	0.7	-7	-3	-8	-1.4	0.2	-2.0	·
7	CNC(=S)NNC(=O)c1cccn(Cc2ccc(Cl)cc2Cl)c1=O	·	4	-0.7	15*	4	0	18	-1.3	0.2	-1.1	·
8	CCCC/C(O)=C1\C(=O)CC(C)(C)CC1=Nc1ccccc1OC	-2.3	-5	0.5	0.1	-4	-2	2	-1.8	-2.6	-2.8	-1.0

An excerpt from above, reduced to FXN GAA850 act, GC-B act and NPR1 activator.
no.	structure	FXN GAA850 act	GC-B act	NPR1 activator
3	O=C(CNC(=O)c1ccncc1)N/N=C/c1ccc(O)cc1O	0.9	-6	-2
5	CCOc1ccc(C2SCC(=O)N2c2c(C)n(C)n(-c3ccccc3)c2=O)cc1 (stereo not given)	1.1	-6	-6
7	CNC(=S)NNC(=O)c1cccn(Cc2ccc(Cl)cc2Cl)c1=O	·	4	4
8	CCCC/C(O)=C1\C(=O)CC(C)(C)CC1=Nc1ccccc1OC	-2.3	-4	-5

Later entries:
item	canonical_smiles	FXN GAA850 act	NPR1 activator	DAX1 inh-1	proKLK7 act	GC-B act	SMARCA2 activ	sPLA2-III inh	ssDAF-12 act	hgDAF12 agonist	hcDAF12 agonist	DAX1 inh-2
9	O=c1c(Cc2c(F)cccc2Cl)c(O)ccn1C1CCCCCC1	-1.0	3	1.1	0.1	2	3	-2	-1.2	0.8	0.3	0.6
10	COc1ccccc1NC(=O)COC(=O)CN1C(=O)C(=O)c2ccccc21	1.3	-1	-0.5	0.4	1	-2	-1	-0.5	2.5	1.5	-0.5
11	CCC(CO)Oc1cc(NCc2cccc(OC)c2)c2ncn(C(C)C)c2c1 (stereo not given)	-0.7	2	-0.7	-0.7	0	1	-5	-1.8	-3.7	-1.4	0.9
12	Cc1ccc(NC(=O)CCS(=O)(=O)c2cccc3nonc23)cc1	0.4	3	0.6	-0.2	-2	1	-1	-1.0	-3.0	-0.3	-0.2
13	O=C(NC1CCCC1)C(c1cccs1)N(C(=O)c1csnn1)c1ccccc1F (stereo not given)	0.1	-8	0.1	0.8	-5	2	2	-0.7	1.0	-2.1	2.5
14	CCc1nc(C)ccc1OCC(=O)N1CCc2c([nH]c3ccccc23)C1c1ccccn1 (stereo not given)	-0.4	3	-0.8	-0.6	0	-1	-18	-0.8	-1.5	-0.4	-0.7
15	Cc1ccc(OCc2occc2C(=O)O)cc1	4.9	3	0.5	-0.1	-4	-3	9	-1.5	3.8	-0.5	2.4
16	CCOC(=O)C(NC(=O)CC)C(O)c1cccc([N+](=O)[O-])c1 (stereo not given)	-1.4	3	-0.2	-0.2	2	-2	9	-1.5	-1.6	0.6	-0.1
17	CN(C)c1ccc(C2C3CCCc4ccccc4C3=NN2C)cc1 (stereo not given)	-0.9	-1	0.6	0.2	-3	1	9	-0.5	2.1	1.9	3.0
18	O=C(CSc1ncn(-c2ccccc2)n1)NCc1ccccc1	-1.2	2	-0.2	-0.1	2	0	0	-1.2	7.3	-0.3	0.7
19	Cc1ccccc1N1CCN(S(=O)(=O)CC23CCC(CC2=O)C3(C)C)CC1 (stereo not given)	0.5	1	0.8	0.5	0	1	0	-1.3	-2.4	-0.6	-0.9
20	CCCNc1ccc(S(=O)(=O)N(CC)CC)cn1	1.5	2	0.3	-0.5	2	-1	1	0.0	-1.6	-0.2	0.9
21	C=CCNc1ncnc2c1[nH]c1ccccc12	-2.6	4	-1.7	1.1	12	-1	-1	-1.1	-0.1	0.6	-2.0
22	CCCOc1ccccc1C(=O)N(Cc1ccc(C)o1)C1CCS(=O)(=O)C1 (stereo not given)	2.5	-10	-0.1	-0.5	-1	1	-4	-1.2	0.6	-1.5	-0.2
23	NC(=O)c1ccccc1NC(=O)CCCCCn1nnc2ccccc2c1=O	0.2	2	0.1	-0.2	-2	-1	2	-1.1	1.4	-0.7	-0.1
24	CC(=O)c1c(C(C)=O)c(C)n(Cc2ccc3c(c2)OCO3)c1C	-1.5	14	-1.9	0.2	13	-5	10	-2.0	-3.5	-1.9	-2.1
25	COC(=O)[C@]1(Cc2ccccc2)N[C@H](CN(C)S(=O)(=O)c2ccc(C(C)(C)C)cc2)[C@@H]2C(=O)N(C)C(=O)[C@@H]21	1.7	-1	-1.1	0.2	3	0	13	-0.8	-0.8	-0.4	-0.8
26	COc1ccc(C(C)(NC(C)=O)c2nc(-c3cccc(NC(C)=O)c3)cs2)cc1 (stereo not given)	-0.5	-3	-0.6	-0.4	-3	-1	-6	-0.9	0.2	0.6	·
27	Cc1ccc(N(Cc2ccccc2)C(=O)CN2C(=O)NC3(CCCC3)C2=O)cc1	1.5	1	0.7	0.1	-3	0	-10	-1.1	-0.9	1.8	-0.4
28	COc1ccccc1NC(=O)N1CCN(c2ccc3nncn3n2)CC1	-1.0	-5	1.1	0.2	-1	0	-1	-1.6	-1.6	-2.0	1.0
29	CC(C)C(=O)Nc1ccc(C(=O)NNC(=O)CCCOc2ccc(Cl)cc2Cl)cc1	0.4	6	-0.7	0.1	-4	-4	4	-2.1	-2.6	-1.5	-0.5
30	COCCCNC(=S)N(Cc1ccccc1)Cc1ccc(F)cc1	0.6	0	-0.2	0.0	0	-1	3	-1.9	1.4	-1.3	-0.7
31	CCOc1ccc(-c2nc3c(s2)CCc2onc(-c4ccc(OC)cc4)c2-3)cc1	1.5	-3	0.5	0.6	-5	0	6	-1.2	1.6	-0.4	0.1
32	CCCCOC(=O)Nc1nnc(CC)s1	7.7*	3	0.9	-0.5	-3	5	0	-0.8	5.7	0.4	0.9
33	CN(C)c1cccc(N(C)C)c1CNC(=O)C(C)(C)C	1.9	2	-0.2	0.3	1	-2	1	0.3	-2.4	-0.6	·
34	Cc1ccc([C@@]2(OC(=O)c3ccccc3)C(=O)N(C(=O)OC(C)(C)C)c3ccccc32)cc1	·	-7	-1.9	0.4	0	-3	-2	-1.5	0.6	-0.1	·
35	CCC1CCCCN1C(=O)COc1ccc(N(C)S(=O)(=O)c2ccc(C)cc2)cc1 (stereo not given)	-1.2	1	-3.5	0.1	1	-3	-11	-1.5	-1.2	-3.2	-1.0
36	COc1ccc2cc(CCNC(=O)C(C)(C)C)c(=O)[nH]c2c1	0.7	0	0.2	0.1	-6	-3	2	-1.1	2.1	0.7	-0.3
37	CCCCc1ccc(NC(=S)N2CCCC2)cc1	3.1	1	1.2	-0.3	1	2	20*	-0.7	2.8	3.4	2.1
38	Cc1ccc2oc(=O)c(/C=C(\O)c3ccco3)nc2c1	1.4	-2	0.0	0.0	1	-4	-6	-0.8	0.3	3.1	-0.5
39	NC(=O)c1ccc(NC(=O)CSc2cn(CC(=O)N3CCOCC3)c3ccccc23)cc1	-0.7	0	-1.8	0.1	-2	3	-2	-0.7	-1.8	-1.4	0.1
40	Cc1nn(Cc2ccccc2Cl)c2sc(C(=O)NC(C)(C)C)cc12	0.8	8	-0.3	0.5	5	1	-10	-1.4	-4.8	-2.2	-2.6

Complete entries, looked up by structure:
CCCCc1ccc(NC(=S)N2CCCC2)cc1 in the list: FXN GAA850 act = 3.1; NPR1 activator = 1; DAX1 inh-1 = 1.2; proKLK7 act = -0.3; GC-B act = 1; SMARCA2 activ = 2; sPLA2-III inh = 20*; ssDAF-12 act = -0.7; hgDAF12 agonist = 2.8; hcDAF12 agonist = 3.4; DAX1 inh-2 = 2.1
Cc1ccc([C@@]2(OC(=O)c3ccccc3)C(=O)N(C(=O)OC(C)(C)C)c3ccccc32)cc1 in the list: FXN GAA850 act = ·; NPR1 activator = -7; DAX1 inh-1 = -1.9; proKLK7 act = 0.4; GC-B act = 0; SMARCA2 activ = -3; sPLA2-III inh = -2; ssDAF-12 act = -1.5; hgDAF12 agonist = 0.6; hcDAF12 agonist = -0.1; DAX1 inh-2 = ·

More results.
item	canonical_smiles	FXN GAA850 act	NPR1 activator	DAX1 inh-1	proKLK7 act	GC-B act	SMARCA2 activ	sPLA2-III inh	ssDAF-12 act	hgDAF12 agonist	hcDAF12 agonist	DAX1 inh-2
41	CC(C(=O)N1CCN(c2ccccc2)CC1)N1C(=O)C2CC=CCC2C1=O (stereo not given)	-0.9	5	-0.2	-0.5	1	-3	4	-0.3	0.0	-2.0	5.0*
42	Cn1ncc2c(=O)[nH]cnc21	1.9	0	0.2	-0.7	2	1	1	-0.6	0.2	-0.3	0.2
43	CCOC(=O)C(=O)N1CCC(C(=O)OC)CC1	2.1	0	-0.3	-0.4	-2	0	1	-1.4	0.8	0.0	0.5
44	Cc1ccccc1N1CCN(S(=O)(=O)C[C@]23CCC(CC2NC(=O)[C@@H](N)CCS(C)(=O)=O)C3(C)C)CC1 (stereo not given in full)	5.2	-1	-0.2	0.1	2	-3	2	-1.3	2.3	0.9	-1.0
45	Cc1cc(=O)oc2cc(OCC(=O)NC3CC(C)(C)NC(C)(C)C3)c(Cl)cc12	1.0	0	-0.7	0.4	-5	-2	8	-0.7	1.7	0.2	0.6
46	CN(C)c1ccc(C(=N)Cc2ccc3ccccc3n2)cc1	0.6	0	0.3	-0.3	-9	-5	-4	-0.4	2.6	2.1	-0.7
47	COC(=O)C1=C(C)N(C)C(=NCC2CC2)NC1c1ccc(F)cc1 (stereo not given)	·	0	0.3	-0.5	-6	-2	0	-0.1	2.1	1.9	·
48	CCCCC1=CC2=CC(=O)C(C)(OC(=O)CC)C(=O)C2=CN1C(CO)CO (stereo not given)	-0.6	2	0.0	-0.4	6	2	6	-0.5	-0.5	-1.4	-0.4
49	CC(Sc1nnnn1C1CC1)C(=O)Nc1cccc(S(=O)(=O)N2CCOCC2)c1 (stereo not given)	2.5	3	0.4	-0.4	-1	2	3	-1.0	-1.6	0.6	-0.1
50	CN(C(=O)COC(=O)/C=C/c1ccc(S(=O)(=O)N2CCc3ccccc32)cc1)C1CCS(=O)(=O)C1 (stereo not given)	1.1	-1	-0.8	-1.0	4	-2	2	-0.9	6.8	-0.1	·
51	Cc1ccc(Cl)cc1N1CCN(C(c2ccc(C#N)cc2)c2nnnn2C2CCCC2)CC1 (stereo not given)	0.7	-5	-0.2	-0.1	1	-2	-4	-0.4	-0.5	-0.5	0.0
